# Source: PubChem
# GPR35 antagonists – GPR35 antagonists blocking zaprinast-driven arrestin recruitment, primary screen, imaging, U2OS, beta-arrestin-GFP, zaprinast agonist (AID 2058); U2OS GPR35 beta-arrestin-GFP translocation imaging, zaprinast antagonism; higher % means a stronger effect; 290,000 compounds, 0.052% hits; one-dose inhibition, % at 10 µM; IC50 in µM for titrated hits;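 active means inhibition of at least 50% with at least 30 cells and total cytoplasm GFP at most 10,000,000; inconclusive means under 30 cells or total GFP of 10,000,000 plus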
# GPR55 LPI antagonism – inhibition of LPI-stimulated GPR55 beta-arrestin translocation – imaging, U2OS, beta-arrestin-GFP, LPI agonist, primary screen (AID 2013) | U2OS GPR55 beta-arrestin-GFP translocation imaging, LPI antagonism; higher % means a stronger effect | one-dose inhibition, % at 10 µM; IC50 in µM for titrated hits | 290,000 compounds, 0.13% hits;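 active means spots per cell inhibited over 60%, with over 100 cells counted and total cytoplasm intensity under 500,000; inconclusive means wells with under 100 cells, flagged as likely toxic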;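 further: U2OS cells stably carrying GPR55 and arrestin-GFP stimulated by 5 µM LPI near EC80; imaged beta-arrestin-GFP aggregate spots per cell after agonist stimulation; plate controls were LPI-stimulated DMSO wells for no effect and DMSO wells without LPI for full effect; some results filed as inactive read as strong as hits; confirmed hits need IC50 under 10 µM and bright autofluorescent wells are also inconclusive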
# GPR55 beta-arrestin – selective activators of receptor GPR55 – imaging, U2OS cells, beta-arrestin-GFP redistribution, primary screen (AID 1961) | U2OS GPR55 beta-arrestin-GFP redistribution imaging; higher % means a stronger effect | activation, % at 10 µM; hits with a dose series show EC50 in µM | 290,000 compounds, 0.048% hits;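 active means activation above 40% with more than 50 cells counted in the well; inconclusive means wells holding fewer than 50 cells, flagged as toxic or sparse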;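 further: U2OS osteosarcoma cells stably expressing GPR55 and beta-arrestin-GFP; plate controls were DMSO negative control for no effect and LPI positive control for full effect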
# Yfh1-off respiration – enhancers of respiration in Yfh1-depleted yeast, dose response, Friedreich's ataxia, plus single-dose screen (AID 1465); S. cerevisiae Yfh1-off respiration, WST-1 reduction, 72 h; higher fold induction means a stronger effect; 220,000 compounds, 0.074% hits; one-dose fold induction at 50 µM; EC50 in µM for titrated hits;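 active means fold induction of absorbance versus untreated yeast above a set limit, then at least 30% activation at any dose in follow-up; inconclusive means repeats straddling the limit, or above it without dose testing; inactive means fold induction below the set limit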;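 further: activators that raise dye reduction in frataxin-depleted yeast; strong numbers were not always called active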
# AID2073 – inhibitors of Mint1-CaV2.2 protein interaction, biochemical, HTRF (AID 2073). HTRF protein-protein interaction, Mint1-CaV2.2; higher % means a stronger effect. inhibition, % at 20 µM, or IC50 in µM where a hit was titrated. 290,000 compounds, 0.19% hits; in the data active means inhibition mostly above about 51%, no sharp cut-off; inconclusive means no clear call, values can overlap the other calls; inactive means mostly below about 53%; further: some results filed as inactive read as strong as hits
# MgcRacGAP inhibition – MgcRacGAP GTPase-activating activity inhibitors, confirmation, biochemical, ADP Hunter fluorescence; AID 624330; MgcRacGAP-stimulated Rac1 GTP hydrolysis, ADP Hunter fluorescence; higher % means a stronger effect; GST-tagged Rac1 F28L mutant substrate; inhibition, % at 30 µM, or IC50 in µM where a hit was titrated; 340,000 compounds, 0.6% hits;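 active means first-screen hits whose inhibition reached a set limit at any dose in the follow-up dose series; inconclusive means inhibition above the set first-screen limit but never retested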;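 further: fluorescence reports GDP produced by GAP-driven GTP hydrolysis; strong numbers were not always called active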
# Dengue-2 NS5 capping – flavivirus cap methylation enzyme inhibition – biochemical, confirmation dose response, primary screen (AID 588689). Dengue-2 NS5 methyltransferase capping enzyme assay, biochemical; higher % means a stronger effect. inhibition, % at 25 µM; hits with a dose series show IC50 in µM. 340,000 compounds, 0.3% hits; in the data active means a potency from the dose series; inconclusive means inhibition above about 29% without an active follow-up result
# NTR1 agonist – agonists of NTR1, primary screen, imaging, U2OS cells, beta-arrestin-GFP, high content (AID 493036). NTR1-U2OS beta-arrestin-GFP spot imaging, agonist mode. activation, % at 20 µM. P30989. 330,000 compounds, 0.17% hits;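 active means activation at or above 40% of the spot to cytoplasm intensity ratio, with at least 20 cells analyzed; inconclusive means wells under 20 cells, flagged as cytotoxic or low count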;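 further: 0% = DMSO without peptide and 100% = 100 nM NTR1 peptide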
# Target sequence (P30989 whole entry, looked up): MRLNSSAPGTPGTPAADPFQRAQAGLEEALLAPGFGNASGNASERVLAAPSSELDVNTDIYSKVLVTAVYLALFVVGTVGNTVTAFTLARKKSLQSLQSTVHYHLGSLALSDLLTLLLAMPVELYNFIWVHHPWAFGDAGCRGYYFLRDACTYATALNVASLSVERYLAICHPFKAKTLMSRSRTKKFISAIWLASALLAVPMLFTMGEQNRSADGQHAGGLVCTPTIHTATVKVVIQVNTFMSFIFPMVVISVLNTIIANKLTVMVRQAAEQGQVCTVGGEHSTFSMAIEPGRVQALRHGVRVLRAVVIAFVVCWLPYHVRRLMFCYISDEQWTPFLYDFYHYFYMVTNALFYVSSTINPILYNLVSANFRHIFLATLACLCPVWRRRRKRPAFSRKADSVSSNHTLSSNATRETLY
# Large T inhibition – SV40 large T antigen inhibitors, biochemical (AID 1903) | 310,000 compounds, 0.39% hits | inhibition, % at 20 µM; hits with a dose series show IC50 in µM | SV40 large T antigen ATPase/helicase inhibition assay; higher % means a stronger effect; in the data active means a potency from the dose series; inconclusive means inhibition mostly from about 32% at the one dose, without a potency; inactive means the rest, 99 in 100 with inhibition below about 32%; further: strong numbers were not always called active
# NTR1 agonist cell count 20 µM – further read-out of NTR1 agonist, marked with its call; cell count; measured here: cell count, cytotoxicity flag
# * marks the source's active call; other numbers are inactive results; i = inactive; ? = inconclusive; . = no result given.
SMILES,GPR35 antagonists,GPR55 LPI antagonism,GPR55 beta-arrestin,Yfh1-off respiration,AID2073,MgcRacGAP inhibition,Dengue-2 NS5 capping,NTR1 agonist,NTR1 agonist cell count 20 µM,Large T inhibition
Cc1ccc(-c2ccc([C@H]3[C@@H]4C=CCC[C@@]4(C)C(=O)N3Cc3ccccc3)c(F)c2)cc1,-2%,-4%,-0.1%,i,11%,9%,3%,3.3,58,3%
Cc1nn(Cc2ccc(Cl)c(Cl)c2)c(C)c1NC(=O)c1noc2c1CCCCC2,3%,6%,-0.4%,i,-5%,10%,2%,7.3,54,16%
CC(C)(C)N1NC(=O)Nc2ccccc2C1=O,9%,0%,-0.1%,i,-4%,5%,-5%,0.4,65,-3%
O=C(COC(=O)[C@H](Cc1ccccc1)NC(=O)c1ccco1)NC(c1ccccc1)c1ccccc1,28%,1%,0.2%,i,-2%,9%,-8%,2.3,47,25%
C/C(=N/Nc1nc(C)cc(-c2ccccc2)n1)c1ccco1,2%,5%,-0.1%,i,15%,-4%,-8%,0.2,59,6%
O=S(=O)(NCc1ccccc1)c1ccc(-n2cccn2)cc1,16%,-9%,-0.2%,.,10%,-6%,-2%,0.6,63,2%
CCNC(=O)CCSc1nc(C)cc(C)n1,-5%,-1%,-0.3%,i,41%,7%,-5%,-1.8,59,-2%
Cc1ccccc1NC(=O)CCCN1C(=O)C2CC=CCC2C1=O (stereo unspecified),0%,8%,-0.1%,.,-10%,6%,-4%,0.0,61,26%
COc1ccc2cc(/C(C)=N/NC(=O)c3cc(-c4cccnc4)nc4ccccc34)ccc2c1,-1%,-7%,0.6%,i,3%,11%,-2%,-0.7,94,13%
Cc1nc(NC(=O)c2ccc(Cl)cc2)nc2cc3c(cc12)OCO3,-17%,10%,-0.4%,i,8%,7%,-8%,1.6,65,26%
C=CCOc1nc(N2CCCC2)nc(N2CCCC2)n1,3%,11%,-0.1%,i,-5%,3%,-2%,-0.4,80,4%
CC(=O)c1ccc(N2CCN(S(=O)(=O)c3ccc(-c4cc(C)no4)s3)CC2)cc1,-3%,9%,-0.1%,.,32%,-4%,-6%,-1.0,57,13%
CC(C(=O)N1CCCc2ccccc21)N1C(=O)c2ccccc2C1=O (stereo unspecified),9%,3%,0.3%,i,-6%,3%,9%,0.4,62,24%
Fc1ccc(-c2oncc2-c2nnnn2-c2ccccc2)cc1F,7%,0%,0.3%,i,-2%,4%,-7%,-0.6,72,3%
CC(=O)NC(CC(=O)N(C)Cc1cccc(Cl)c1Cl)c1ccccc1 (stereo unspecified),-6%,-1%,0.4%,i,-9%,-5%,0%,0.2,65,27%
O=c1[nH]c2cc3c(cc2cc1C(c1nnnn1Cc1ccccc1)N1CCCc2ccccc21)OCO3 (stereo unspecified),3%,0%,-0.5%,i,2%,.,.,25,105,4%
Cc1cc(C)c(S(=O)(=O)N2CCc3ccccc32)c(C)c1,2%,8%,-0.4%,.,-2%,12%,-3%,2.5,54,6%
COc1c(O)c(=O)n2c3ccccc3c3ccnc1c32,.,.,.,.,.,?,-1%,-1.4,88,26%
COc1ccccc1OCC(=O)NCc1n[nH]c(=O)c2ccccc12,.,.,.,.,.,5%,-3%,0.4,63,7%
O=C(CCNS(=O)(=O)c1cccc2nonc12)NCCc1ccc(Cl)cc1,2%,0%,0.3%,i,-6%,5%,-1%,-1.8,80,5%
COc1ccc2c(c1)[nH]c1c(=O)n(CC3CCCO3)cnc12 (stereo unspecified),9%,0%,-0.2%,i,-8%,0%,-7%,-0.7,88,7%
COc1cc(OC)c(NC(=O)CCc2nc(-c3cccs3)no2)cc1Cl,-3%,34%,0.5%,.,0%,9%,0%,-0.5,55,1%
COCCCNC(=O)C(=O)NC1CCCCC1C (stereo unspecified),-15%,10%,0.0%,i,1%,-1%,-3%,3.9,27,9%
COC(=O)c1sc(NC(=O)c2ccncc2)nc1C,13%,-4%,0.7%,.,10%,17%,.,-0.4,57,4%
CN(CC(=O)N1CCN(c2ccccn2)CC1)S(=O)(=O)c1ccc2ccccc2c1,8%,-8%,-0.1%,i,-5%,6%,3%,-0.8,51,-7%
Cc1cc(C(F)(F)F)nn1Cc1n[nH]c(=S)n1-c1cccc(Cl)c1,5%,13%,0.0%,i,-28%,4%,-1%,-0.3,81,15%
C(/C=C/c1ccccc1)=N/N1CCN(c2ccccc2)CC1,1%,5%,-0.3%,i,-4%,9%,0%,0.1,65,12%
Cc1ccc(C(=O)NNS(=O)(=O)c2ccccc2[N+](=O)[O-])cc1,10%,9%,0.5%,i,-7%,7%,3%,1.3,72,10%
Cc1ccc(C)c(-c2csc(N/N=C/c3ccco3)n2)c1,20%,12%,0.1%,i,-3%,.,.,1.1,40,5%
COc1ccc(NC(=O)Cn2cnc3c(nnn3-c3ccc(C)cc3)c2=O)cc1,-3%,0%,0.2%,i,28%,.,.,1.5,78,5%
CCCN(CCC)S(=O)(=O)c1ccc(C(=O)N2CCOCC2)cc1,7%,8%,-0.1%,i,-3%,8%,-11%,-0.6,48,12%
CCOc1ccccc1C(=O)NC1CCN(Cc2ccccc2)CC1,1%,-3%,-0.2%,.,8%,15%,4%,-1.5,48,1%
CC(C)[C@H](NC(=O)N1c2ccccc2NC(=O)[C@@H]1C(C)C)C(=O)N[C@@H](Cc1c[nH]c2ccccc12)C(=O)O,-5%,-8%,-0.1%,.,13%,-7%,-5%,3.2,63,12%
O=c1c(Cc2ccccc2)c(O)ccn1Cc1ccc2c(c1)OCO2,-16%,2%,-0.2%,i,1%,5%,-4%,-1.0,39,6%
O=C(NCCC1CCCCN1S(=O)(=O)c1ccccc1)C(=O)NCc1cccnc1 (stereo unspecified),.,.,.,.,.,-8%,1%,-0.4,86,12%
CC1(c2ccc(OC(F)F)cc2)NC(=O)N(CC(=O)Nc2cccnc2Cl)C1=O (stereo unspecified),.,.,.,.,.,8%,1%,1.7,62,8%
COc1ccc(NC(=O)/C(Cl)=C(/Cl)S(=O)Cc2ccccc2Cl)cn1 (stereo unspecified),115%*,3.3µM*,-0.5%,.,7%,.,.,-0.2,29,21%
O=C(CCS(=O)(=O)c1cccc2nonc12)N1CCCc2ccccc21,-14%,-7%,-0.1%,i,8%,4%,-2%,-0.3,97,-9%
N/C(Cc1cccs1)=N\OC(=O)COc1ccccc1Cl,-10%,-5%,0.0%,i,0%,5%,-1%,0.2,78,23%
CC(C)C(=O)c1cn(CC(=O)NCc2ccc3c(c2)OCO3)c2ccccc12,17%,5%,-0.1%,i,8%,13%,-1%,0.7,72,27%
CCc1cc(C(c2ccccn2)N2CCN(C)CC2)c(NC(=O)c2ccccc2)s1 (stereo unspecified),3%,2%,-0.2%,.,-9%,-1%,0%,0.7,39,0%
CCOC(=O)c1ccc(NC(=S)N2CCN(CCNC3=CC(=O)CC(C)(C)C3)CC2)cc1,22%,-8%,1.4%,i,-24%,1%,-8%,1.8,51,-3%
CCc1cccc(Nc2cc(C)nc3ncnn23)c1,13%,-2%,0.4%,.,2%,2%,-3%,-5.7,43,8%
O=C(C1CCN(CC2CCCCC2)CC1)N1CCCC1,4%,4%,-0.3%,i,1%,5%,1%,1.9,81,-4%
Cc1ccn2c(=O)nc(SCc3cccc(C(F)(F)F)c3)nc2c1,-20%,0%,-1.0%,i,31%,12%,5%,5.4,58,9%
CCOC(=O)c1cnc2c(C)cccc2c1NCc1ccco1,-8%,-28%,-0.1%,i,-4%,20%,4%,3.8,38,3%
O=C(NC(=S)N1CCN(c2ccc([N+](=O)[O-])cc2Cl)CC1)c1ccco1,-16%,5%,0.1%,i,-20%,-2%,-6%,-1.6,62,5%
COc1ccc(/C(O)=C2\C(=O)C(=O)N(CCN(C)C)C2c2cccc(OC)c2OC)cc1Cl (stereo unspecified),-4%,7%,-0.2%,i,4%,5%,-11%,-1.3,89,-6%
O=C(CN(C(=O)c1csnn1)c1ccc(F)c(Cl)c1)NCc1ccc(F)cc1,9%,-8%,0.6%,.,13%,8%,-4%,-2.1,42,1%
CCCCN(C)CC(O)Cn1cc(/C=C/C(=O)c2cccs2)c2ccccc21 (stereo unspecified),16%,9%,-0.2%,i,6%,5%,-21%,.,.,12%
CCNC(=S)N1CCN(S(=O)(=O)c2ccc(C)cc2)CC1,-6%,2%,-0.5%,i,-14%,-5%,-5%,0.9,65,-1%
O=C(CCn1nnc(-c2cccs2)n1)NCc1ccccc1Cl,-1%,-11%,0.9%,i,6%,-3%,-3%,-0.2,57,1%
CCC(=O)Nc1ccc(NC(=O)C23CC4CC(CC(C4)C2)C3)cn1,10%,6%,0.5%,i,-10%,6%,9%,0.8,69,-2%
CN1OC(COC(=O)c2ccc(Cl)cc2Cl)CC1c1ccccc1 (stereo unspecified),20%,12%,0.2%,i,-4%,3%,1%,2.6,82,3%
COc1ccc(OC)c(/C=N/NC(=O)CSc2cc(C)nc3c(OC)cccc23)c1,-1%,-7%,-0.1%,i,38%,.,.,1.6,49,13%
Cc1cc(C(=O)N2CCN(CCc3ccccc3)CC2)no1,1%,-3%,-0.2%,i,-2%,8%,-4%,-1.6,59,3%
CC1CN(S(=O)(=O)c2cccc(C(=O)NNC(=O)C(C)Oc3ccccc3F)c2)CC(C)O1 (stereo unspecified),.,.,.,.,.,9%,-4%,0.5,68,13%
O=C(CC(c1ccccc1)c1ccccc1)OCn1nnc2ccccc2c1=O,-10%,2%,0.0%,i,-1%,6%,-6%,4.4,52,5%
CSc1nnc(-c2ccccc2N=Cc2c(C)[nH]n(-c3ccccc3)c2=O)c(=O)[nH]1,-5%,-1%,0.3%,i,0%,12%,11%,-0.8,24,11%
O=C1c2cccnc2C(=O)N1Cc1ccccc1,-6%,17%,-0.1%,i,15%,-1%,-3%,0.2,79,1%
CCSc1nnc(NC(=O)C2CCN(S(=O)(=O)c3c(C)c(C)cc(C)c3C)CC2)s1,-15%,-3%,0.2%,i,2%,.,.,5.0,58,9%
